Screening results (PubChem BioAssay)
ATXN2 expr inh = Primary qHTS for Inhibitors of ATXN expression; HEK-293 ATXN2-luciferase reporter, luminescence, 24 h; Potency, µM (series often up to 57 µM), for inactives: top-dose activity change, negative = inhibition, most hits filed as inhibitors; 360,000 tested, 0.72% active; AID 1745845, 2022; also: potency is read from the fitted curve at half-maximal effect; % is scaled to controls: 0 for no effect and ±100 for the full control effect; nearly all actives have a fitted effect of over 55% in size
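ATXN2-luciferase reporter cells (luciferase flanked by upstream and downstream ATXN2 gene portions) were treated 24 h at 37 °C with compounds at up to 57 uM. SteadyGlo luminescence gave expression; GF-AFC fluorescence gave viability.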
KB-V1 cytotox = qHTS assay for MDR1-selective chemotherapeutics: Primary screen using the drug-selected MDR subline cells KB-V1; Potency, µM (titrated, usually from 46.1 µM), for inactives: top-dose activity change, negative = cytotoxicity, hits mostly cytotoxic; 400,000 tested, 3.4% active; AID 1347076, 2019; KB-V1 MDR cells viability, CellTiter-Glo, 72 h; also: potency is read from the fitted curve at half-maximal effect; % is scaled to controls: 0 for no effect and ±100 for the full control effect; nearly all actives have a fitted effect of over 60% in size
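Readout: CellTiter-Glo luminescence, 10 min after addition. Cells: KB-V1 MDR subline, 72 h at 37 degrees C with compound. Analysis: corrected, normalized data fitted to concentration-effect curves.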
IL-1B inflam inh = qHTS for Inhibitors of Inflammasome Signaling: IL-1-beta AlphaLISA Primary Screen; 360,000 tested, 4.7% active; activity change, % at 57.5 µM; THP-1 LPS/ATP IL-1B secretion, AlphaLISA, 16 h; hits give low values; in the data active = activity change below about -50%; inconclusive = mostly about -30% to -49%; also: % is scaled to controls: 0 for no effect and ±100 for the full control effect
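Secreted IL-1B measured by AlphaLISA bead assay after 16 h compound exposure of THP-1 cells; compounds (final up to 57.5 uM) added 1 h before LPS (250 ng/mL) and ATP (1.25 mM) stimulation; lower signal means less secretion.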
HT1080NT lethal = qHTS for induction of synthetic lethality in tumor cells producing 2HG: qHTS for the HT-1080-NT fibrosarcoma cell line. HT-1080-NT fibrosarcoma viability, CellTiter-Glo ATP luminescence, 48 h. Potency, µM (highest dose often 46.1 µM), inactives show top-dose activity, negative = less viability, usual class: cytotoxic. 360,000 tested, 1.6% active. AID 686970, 2013;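 also: NT is the 2HG producing partner of a matched IDH1 knockdown line; potency is read from the fitted curve at half-maximal effect; 0% = DMSO-treated cells and -100% = media-only wells without cells; nearly all actives have a fitted effect of over 55% in size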
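Viability by CellTiter-Glo luminescence after 48 h compound exposure at 37C of HT-1080-NT cells (750/well, RPMI, 5% FBS). % activity scaled between DMSO wells and medium-only wells, then curve-fitted and categorized by curve class.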
SW480 rereplic = A quantitative high throughput screen for small molecules that induce DNA re-replication in SW480 colon adenocarcinoma cells; SW480 DNA re-replication, Hoechst DNA content imaging, 48 h; 340,000 tested, 1.8% active; Potency, µM (series often up to 46.1 µM), for the others: at the top dose re-replication activation, usual class: activators; also: potency is read from the fitted curve at half-maximal effect; % of control where 0% means no effect; nearly all actives have a fitted effect of over 55% in size
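Compounds, transferred as 23 nL by pin tool, were incubated with cells for 48 hr; DNA content per nucleus was then quantified by Hoechst staining and fluorescence plate imaging.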
KB-3-1 tox = qHTS assay for MDR1-selective chemotherapeutics: Primary screen using the parental adenocarcinoma cell KB-3-1; KB-3-1 viability, CellTiter-Glo ATP luminescence, 72 h; Potency, µM (titrated, usually from 46.1 µM), inactives show top-dose activity change, negative = cytotoxic, usual class: cytotoxic; 400,000 tested, 1.4% active; also: potency is read from the fitted curve at half-maximal effect; % is scaled to controls: 0 for no effect and ±100 for the full control effect; nearly all actives have a fitted effect of over 60% in size
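Cytotoxicity in the drug-sensitive parental line KB-3-1 was scored as loss of CellTiter-Glo luminescence following 72 h incubation with compound. Values come from curve fitting of normalized concentration-response data.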
HT1080 IDH1KD tx = qHTS for induction of synthetic lethality in tumor cells producing 2HG: qHTS for the HT-1080-IDH1KD cell line | HT-1080 IDH1 knockdown viability, ATP luminescence, 48 h | Potency, µM (highest dose often 46.1 µM), for the others: top-dose activity, negative = toxicity, most hits filed as cytotoxic | 360,000 tested, 2% active;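 also: potency is read from the fitted curve at half-maximal effect; 0% = DMSO wells and -100% = cell-free medium wells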
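CellTiter-Glo luminescence after 48 h compound exposure at 37 degrees C of IDH1-knockdown HT-1080 cells in 5% FBS RPMI. %Activity scaled between DMSO wells and cell-free media wells, with curves fitted and assigned curve classes.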
MCF10A rereplic = A quantitative high throughput screen for small molecules that induce DNA re-replication in MCF 10a normal breast cells | MCF 10A DNA re-replication, Hoechst nuclear intensity, 48 h | Potency, µM (highest dose often 46.1 µM), inactives show at the top dose activity, positive = re-replication, usual class: activators | 350,000 tested, 2.9% active; also: potency is read from the fitted curve at half-maximal effect; % of control where 0% means no effect; nearly all actives have a fitted effect of over 50% in size
ATXN viability = Viability Counterscreen for Primary qHTS for Inhibitors of ATXN expression | 400,000 tested, 0.49% active | Potency, µM (highest dose often 56.7 µM), actives largely listed as cytotoxic | S2 cells (HEK-293 line with an ATXN2-luciferase reporter) viability, CellTiter-Fluor protease fluorescence, 24 h; also: potency is read from the fitted curve at half-maximal effect; nearly all actives have a fitted effect of over 40% in size
* = called active by the depositor; [ ] = another dose, or the depositor's remark. Unless noted, calls follow the shape of the dose curve; as a rule, active = well fitted curve in the direction sought with a large enough effect; inconclusive = small, poorly fitted or top-dose-only effect, or another doubt; inactive = no such curve, though single readings can be large; an effect the other way counts as inactive or inconclusive.

Screening Cc1noc(C)c1-c1ccc(C(=O)NC2CCCCC2)c2occc12 returned ATXN2 expr inh 25%, KB-V1 cytotox -13%, IL-1B inflam inh -7, HT1080NT lethal 8%, KB-3-1 tox -3%, HT1080 IDH1KD tx -16% and ATXN viability inactive.
`CC(=O)c1cccc(NC(=O)C2(C)Cc3c(-c4ccccc4)ccnc3O2)c1` (stereo unspecified) gave ATXN2 expr inh -19%, KB-V1 cytotox 0%, IL-1B inflam inh -9, HT1080NT lethal -1%, KB-3-1 tox 0%, HT1080 IDH1KD tx -25% and ATXN viability inconclusive.
Screening c1ccc(COc2cccc(-c3cc4nc(NCCOc5ccccc5)ccn4n3)c2)cc1 returned ATXN2 expr inh 5%, KB-V1 cytotox -9%, IL-1B inflam inh -30, HT1080NT lethal inconclusive, KB-3-1 tox -5%, HT1080 IDH1KD tx inconclusive and ATXN viability inactive.
Screening O=C1N=C(N2CCCC2)CN1c1ccccc1 returned ATXN2 expr inh 6%, KB-V1 cytotox 4%, IL-1B inflam inh 1, HT1080NT lethal 13%, SW480 rereplic 5%, KB-3-1 tox -9%, HT1080 IDH1KD tx 19%, MCF10A rereplic -40%[inhibitor] and ATXN viability inactive.
`CC(/C=C/c1ccccc1)=N/NC(=O)Cn1nnc(N)n1` gave ATXN2 expr inh 13%, KB-V1 cytotox -6%, HT1080NT lethal -10%, SW480 rereplic -5%, KB-3-1 tox 3%, HT1080 IDH1KD tx 0%, MCF10A rereplic -8% and ATXN viability inactive.
`Cc1nc2sc(C(c3ccco3)N3CCN(c4cccc(Cl)c4)CC3)c(O)n2n1` (stereo unspecified) gave ATXN2 expr inh -1%, KB-V1 cytotox 3%, IL-1B inflam inh 10, HT1080NT lethal 11%, SW480 rereplic 27%, KB-3-1 tox 0%, HT1080 IDH1KD tx 0%, MCF10A rereplic inconclusive and ATXN viability inactive.
For COc1ccc(C)cc1NC(=O)N1CCN(c2cc(-c3noc(C)n3)ccc2C)CC1 the results were ATXN2 expr inh -8%, KB-V1 cytotox inconclusive, KB-3-1 tox -5% and ATXN viability inactive.
`Cc1ccc(NC(=O)c2cc(S(=O)(=O)N3CCCCC3)cs2)cc1` gave ATXN2 expr inh inconclusive, KB-V1 cytotox 15µM*, IL-1B inflam inh -73*, HT1080NT lethal inconclusive, SW480 rereplic 0%, KB-3-1 tox inconclusive, HT1080 IDH1KD tx -4%[9.24 µM], MCF10A rereplic inconclusive and ATXN viability inactive.
For CCN(CC)c1ncnc2c1cnn2C the results were ATXN2 expr inh 1%, KB-V1 cytotox 5%, IL-1B inflam inh 3, HT1080NT lethal 14%, SW480 rereplic -8%, KB-3-1 tox 8%, HT1080 IDH1KD tx 0%, MCF10A rereplic inconclusive and ATXN viability inactive.
c1cc(Nc2cccc3nccnc23)c2nccnc2c1 was read as ATXN2 expr inh -21%, KB-V1 cytotox inconclusive, IL-1B inflam inh -54*, HT1080NT lethal -6%, SW480 rereplic 8.2µM*, KB-3-1 tox inconclusive, HT1080 IDH1KD tx -26%, MCF10A rereplic 13% and ATXN viability inactive.
Screening COc1cccc(NC(=O)Nc2cc(C(=O)O)ccc2C)c1 returned ATXN2 expr inh -3%, KB-V1 cytotox -7%, IL-1B inflam inh 4, HT1080NT lethal 5%, SW480 rereplic -8%, KB-3-1 tox 5%, HT1080 IDH1KD tx 4%, MCF10A rereplic 1% and ATXN viability inactive.
`COc1ccc(C(=O)c2c3ccc([N+](=O)[O-])cc3[n+]([O-])n2CCCN)cc1` gave ATXN2 expr inh inconclusive, KB-V1 cytotox inconclusive, IL-1B inflam inh -9, HT1080NT lethal -18%, SW480 rereplic 18µM*, KB-3-1 tox inconclusive, HT1080 IDH1KD tx -16%, MCF10A rereplic inconclusive and ATXN viability inconclusive.
Screening Cc1ccc(CNC(=O)c2cc3c(=O)n(C)c4ccccc4c3n2C)o1 returned ATXN2 expr inh -30%, KB-V1 cytotox 10%, IL-1B inflam inh 11, HT1080NT lethal 2%, SW480 rereplic -5%, KB-3-1 tox -2%, HT1080 IDH1KD tx 7%, MCF10A rereplic 5% and ATXN viability inconclusive.
O=C(CSc1nnnn1-c1ccccc1)N1CCCc2ccccc21 was read as ATXN2 expr inh -2%, KB-V1 cytotox inconclusive, IL-1B inflam inh -55*, HT1080NT lethal -1%, SW480 rereplic 0%, KB-3-1 tox 5%, HT1080 IDH1KD tx 1%, MCF10A rereplic 14% and ATXN viability inactive.
Screening CC(=O)N1CCOCCOCCOCC1 returned ATXN2 expr inh -8%, KB-V1 cytotox 6%, HT1080NT lethal 20%, SW480 rereplic -47%[inhibitor], KB-3-1 tox 16%, HT1080 IDH1KD tx 6%, MCF10A rereplic inconclusive and ATXN viability inconclusive.
Screening COc1cc(C2C(C(=O)Nc3ccccc3C)=C(C)Nc3ncnn32)ccc1OCC(N)=O (stereo unspecified) returned ATXN2 expr inh 2%, KB-V1 cytotox inconclusive, KB-3-1 tox 4% and ATXN viability inactive.
O=C(CSc1nc(=O)n(CCN2CCOCC2)c2c1CCC2)Nc1ccc(OC(F)(F)F)cc1 was read as ATXN2 expr inh -28%, KB-V1 cytotox 1%, IL-1B inflam inh -75*, HT1080NT lethal inconclusive, SW480 rereplic -320%[inhibitor], KB-3-1 tox -15%, HT1080 IDH1KD tx -14%, MCF10A rereplic inconclusive and ATXN viability inactive.
`Cc1ccc(N2CCN(C(C(=O)Nc3c(C)cccc3C)c3ccccc3OC(F)(F)F)CC2)cc1` (stereo unspecified) gave KB-V1 cytotox -24%, IL-1B inflam inh -22, HT1080NT lethal -27%, KB-3-1 tox -14% and HT1080 IDH1KD tx -19%.
CCOC(=O)C1=C(c2ccccc2)N=C2SCC(=O)N2C1c1ccc2c(c1)OCO2 (stereo unspecified) was read as ATXN2 expr inh 5%, KB-V1 cytotox 22%, IL-1B inflam inh 27, HT1080NT lethal 3%, SW480 rereplic -7%, KB-3-1 tox 3%, HT1080 IDH1KD tx 12%, MCF10A rereplic -1% and ATXN viability inactive.
For Nc1[nH]c(C(=O)c2ccccc2)c(-c2cccnc2)c1C(=O)NCCc1ccc(Cl)cc1Cl the results were ATXN2 expr inh 4%, KB-V1 cytotox -28%, IL-1B inflam inh -3, HT1080NT lethal -14%, KB-3-1 tox -2%, HT1080 IDH1KD tx -10% and ATXN viability inactive.

3 entries out of the list, arranged by SMILES length, rising.
`CC(/C=C/c1ccccc1)=N/NC(=O)Cn1nnc(N)n1` gave ATXN2 expr inh 13%, KB-V1 cytotox -6%, HT1080NT lethal -10%, SW480 rereplic -5%, KB-3-1 tox 3%, HT1080 IDH1KD tx 0%, MCF10A rereplic -8% and ATXN viability inactive.
For COc1ccc(C)cc1NC(=O)N1CCN(c2cc(-c3noc(C)n3)ccc2C)CC1 the results were ATXN2 expr inh -8%, KB-V1 cytotox inconclusive, KB-3-1 tox -5% and ATXN viability inactive.
For Nc1[nH]c(C(=O)c2ccccc2)c(-c2cccnc2)c1C(=O)NCCc1ccc(Cl)cc1Cl the results were ATXN2 expr inh 4%, KB-V1 cytotox -28%, IL-1B inflam inh -3, HT1080NT lethal -14%, KB-3-1 tox -2%, HT1080 IDH1KD tx -10% and ATXN viability inactive.

Following part.
Screening O=C(CCN1C(=O)c2ccccc2C1=O)NC(=S)Nc1cccc(Cl)c1 returned ATXN2 expr inh -5%, KB-V1 cytotox 0%, IL-1B inflam inh 9, HT1080NT lethal 1%, SW480 rereplic 15%, KB-3-1 tox 3%, HT1080 IDH1KD tx -3%, MCF10A rereplic -1% and ATXN viability inactive.
For C[C@@H](C(=O)Nc1ccccc1N1CCOCC1)N1C(=O)C2CC=CCC2C1=O (stereo partly specified) the results were ATXN2 expr inh 2%, KB-V1 cytotox -5%, IL-1B inflam inh 8, HT1080NT lethal 9%, SW480 rereplic -2%, KB-3-1 tox 3%, HT1080 IDH1KD tx 12%, MCF10A rereplic 1% and ATXN viability inactive.
Screening COc1ccc(NC(=S)N(CCCN2CCOCC2)C(C)c2cc3ccccc3o2)cc1 (stereo unspecified) returned KB-V1 cytotox 1%, IL-1B inflam inh -14, HT1080NT lethal -3%, SW480 rereplic 2%, KB-3-1 tox 0%, HT1080 IDH1KD tx -16%, MCF10A rereplic 1% and ATXN viability inactive.
For COc1ccc(CNC(=O)c2ccc(-n3ccnc3)c3ccoc23)cc1OC the results were ATXN2 expr inh -3%, KB-V1 cytotox 0%, IL-1B inflam inh -16, HT1080NT lethal 2%, KB-3-1 tox -11%, HT1080 IDH1KD tx -4% and ATXN viability inactive.
Screening COc1ccc(NC(=O)c2oc3ccccc3c2NC(=O)COc2ccc(F)cc2)c(OC)c1 returned ATXN2 expr inh -4%, KB-V1 cytotox 16%, KB-3-1 tox 0% and ATXN viability inactive.
`CCOc1ccc(CNC(=O)C2Cc3cc(S(=O)(=O)N4CCCCCC4)ccc3N2C(C)=O)cc1` (stereo unspecified) gave ATXN2 expr inh 10%, KB-V1 cytotox -8%, KB-3-1 tox -1% and ATXN viability inactive.
Screening COc1cc(C(C)=O)ccc1OCc1cc(C(=O)N(C)CCC2CCCCO2)no1 (stereo unspecified) returned KB-V1 cytotox 8%, IL-1B inflam inh 6, HT1080NT lethal 3%, SW480 rereplic -42%, KB-3-1 tox -1%, HT1080 IDH1KD tx -10%, MCF10A rereplic 0% and ATXN viability inactive.
`C=CCn1c(-c2csc3ccccc23)n[nH]c1=S` gave ATXN2 expr inh -6%, KB-V1 cytotox inconclusive, IL-1B inflam inh -10, HT1080NT lethal inconclusive, SW480 rereplic inconclusive, KB-3-1 tox -18%, HT1080 IDH1KD tx inconclusive, MCF10A rereplic 0% and ATXN viability inactive.
